DRD3 agonist: activates the human D3 dopamine receptor; P35462; 410,000 compounds, 0.58% hits; D3R DiscoveRx beta-arrestin cells, luminescence, 90 min; max activation, %; in the data active = max activation above about 30%; note: 0% is about no effect; mostly tested at two doses, the higher about 12 µM
Target sequence (P35462 whole entry, looked up): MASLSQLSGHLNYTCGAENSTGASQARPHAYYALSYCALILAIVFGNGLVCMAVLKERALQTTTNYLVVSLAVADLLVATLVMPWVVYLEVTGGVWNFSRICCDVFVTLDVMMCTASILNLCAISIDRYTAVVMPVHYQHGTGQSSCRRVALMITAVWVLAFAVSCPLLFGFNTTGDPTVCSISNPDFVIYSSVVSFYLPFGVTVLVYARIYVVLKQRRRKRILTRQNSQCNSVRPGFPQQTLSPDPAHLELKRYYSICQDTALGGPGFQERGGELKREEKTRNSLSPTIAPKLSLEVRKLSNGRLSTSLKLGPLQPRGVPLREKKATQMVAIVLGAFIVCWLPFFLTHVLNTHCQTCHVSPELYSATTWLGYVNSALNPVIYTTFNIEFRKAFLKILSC
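Agonist-mode cell screen: cells plated at 1500/well and incubated overnight at 37 °C, then exposed to library compounds for 90 min at 37 °C. Detection reagent was added for 30–60 min at room temperature, and luminescence was read.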
HT1080NT lethal: kills 2HG-producing HT-1080-NT fibrosarcoma cells. 360,000 compounds, 1.6% hits. Potency, µM (top dose mostly 46.1 µM), for the others: top-dose activity, negative = less viability, hits mostly cytotoxic. HT-1080-NT fibrosarcoma viability, CellTiter-Glo ATP luminescence, 48 h;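 note: NT is the 2HG producing partner of a matched IDH1 knockdown line; potency is the fitted concentration of half-maximal effect; 0% = DMSO-treated cells and -100% = media-only wells without cells; nearly all actives have a fitted effect of over 55% in size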
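Viability of the 2HG-overproducing fibrosarcoma line after 48 hours of compound exposure at 37 degrees C was determined by luminescence with CellTiter-Glo, and concentration-effect curves were then fitted and categorized.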
IL1B secr inh: inflammasome signaling inhibition, IL-1 beta readout. THP-1 LPS/ATP IL-1B secretion, AlphaLISA, 16 h; hits give low values. activity change, % at 57.5 µM. 360,000 compounds, 4.7% hits; in the data active = activity change below about -50%; inconclusive = mostly about -30% to -49%; note: % is set by controls: 0 for no effect and ±100 for the full control effect
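THP-1 cells pretreated 1 hr with compounds (up to 57.5 uM final), then stimulated with LPS (250 ng/mL final) plus ATP (1.25 mM final); secreted IL-1B measured by AlphaLISA after 16 hr, decreased signal indicating inhibition.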
MCF10A rerep: induces DNA re-replication in MCF 10a normal breast cells; Potency, µM (doses to about 46.1 µM), for inactives: top-dose activity, positive = re-replication, usual class: activators; 350,000 compounds, 2.9% hits; MCF 10A DNA re-replication, Hoechst nuclear intensity, 48 h; note: potency is the fitted concentration of half-maximal effect; % of control where 0% means no effect; nearly all actives have a fitted effect of over 50% in size
KB-3-1 tox: KB-3-1 parental cell cytotoxicity. KB-3-1 viability, CellTiter-Glo ATP luminescence, 72 h. Potency, µM (series often up to 46.1 µM), inactives show at the highest dose activity change, negative = cytotoxic, most hits filed as cytotoxic. 400,000 compounds, 1.4% hits. AID 1347075; note: potency is the fitted concentration of half-maximal effect; % is set by controls: 0 for no effect and ±100 for the full control effect; nearly all actives have a fitted effect of over 60% in size
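Multi-concentration cytotoxicity screen in KB-3-1 cells grown in DMEM lacking phenol red with 10% FBS. After 72 h at 37 °C with compound, ATP-dependent luminescence was recorded.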
GLP1R cytotox: cytotoxicity counter-screen for GLP-1 receptor inverse agonists. HEK293 cAMP-luciferase reporter cells, luminescence, 24 h. Potency, µM (titrated, usually from 38.3 µM), for the others: top-dose activity change, negative = inhibition, hits mostly inhibitors. 410,000 compounds, 0.13% hits. AID 624418;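 note: loss of luciferase light is scored as toxicity; potency is the fitted concentration of half-maximal effect; % is set by controls: 0 for no effect and ±100 for the full control effect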
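Seeding density was 200 cells/uL; after overnight-length (12 h) culture, 23 nL compounds went on for 24 h at 37 °C. Readout used a luciferase detection reagent, luminescence taken after 12 min at room temperature.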
SW480 rerep: induces DNA re-replication in SW480 colon adenocarcinoma cells. AID 624297. 340,000 compounds, 1.8% hits. SW480 DNA re-replication, Hoechst DNA content imaging, 48 h. Potency, µM (highest dose often 46.1 µM), for inactives: at the top dose re-replication activation, most hits filed as activators; note: potency is the fitted concentration of half-maximal effect; % of control where 0% means no effect; nearly all actives have a fitted effect of over 55% in size
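Per well, 250 cells were exposed to pinned compound for 48 hr. Nuclear DNA was visualised with Hoechst (40 min, 37 C) and total object intensity recorded by fluorescence scanning.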
KB-V1 MDR tox: kills drug-selected multidrug resistant KB-V1 cells; AID 1347076; Potency, µM (titrated, usually from 46.1 µM), for inactives: top-dose activity change, negative = cytotoxicity, hits mostly cytotoxic; KB-V1 MDR cells viability, CellTiter-Glo, 72 h; 400,000 compounds, 3.4% hits; note: potency is the fitted concentration of half-maximal effect; % is set by controls: 0 for no effect and ±100 for the full control effect; nearly all actives have a fitted effect of over 60% in size
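In this primary screen, KB-V1 cells overexpressing P-gp are incubated with library compounds (lowest to highest concentration) for 72 h at 37 degrees C before a luminescent ATP viability read.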
HT1080 IDH1KD tx: toxicity to HT-1080 IDH1 knockdown cells (counter line). Potency, µM (doses to about 46.1 µM), for inactives: at the top dose activity, negative = toxicity, most hits filed as cytotoxic. HT-1080 IDH1 knockdown viability, ATP luminescence, 48 h. 360,000 compounds, 2% hits;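 note: potency is the fitted concentration of half-maximal effect; 0% = DMSO wells and -100% = cell-free medium wells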
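CellTiter-Glo luminescence after 48 h compound exposure at 37 degrees C of IDH1-knockdown HT-1080 cells in 5% FBS RPMI. %Activity scaled between DMSO wells and cell-free media wells, with curves fitted and assigned curve classes.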
The depositor's hits bear a star; ? = inconclusive; . = no result given; & = joins results of further samples; [ ] = remark or other dose. Unless noted, calls come from the whole dose curve; as a rule, active = well fitted curve in the direction sought with a large enough effect; inconclusive = small, poorly fitted or top-dose-only effect, or another doubt; inactive = no such curve, though single readings can be large; an effect the other way counts as inactive or inconclusive.

Each structure is followed by: DRD3 agonist | HT1080NT lethal | IL1B secr inh | MCF10A rerep | KB-3-1 tox | GLP1R cytotox | SW480 rerep | KB-V1 MDR tox | HT1080 IDH1KD tx
1. Cc1ccc(C2CC2C(=O)NNC(=S)Nc2ccc(Cl)cc2)cc1 (stereo not drawn)
  -4 | -1% | 0 | 11% | 1% | 7% | -12% | -3% | -1%
2. CN1CCN(c2ccc(NC(=O)c3ccc4c(c3)[nH]c(=O)n4Cc3ccc(F)cc3)cc2)CC1
  -8 | -9% | -19 | ? | ? | ? | ? | 4% | -15%
3. O=C(c1ccc([N+](=O)[O-])cc1)N1CCN(C(=O)c2cccnc2)CC1
  -6 | 5% | 5 | 0% | 5% | 5% | -9% | 17% | 2%
4. COCCSc1nnc(NC(=O)C2CCCO2)s1 (stereo not drawn)
  2 | 0% | 6 | -13% | 11% | -14% | -9% | 1% | 1%
5. Cc1cc(F)ccc1N1CCC(N2CCN(C(C)C)C(CCO)C2)CC1 (stereo not drawn)
  -16 | -3% | -3 | ? | -5% | 11% | 1% | -3% | -10%
6. OC(C#CCN1CCCC1)(c1ccccc1)c1cccnc1 (stereo not drawn)
  -16 | 13% | . | -15% | -23% | 2% | 11% | -19% | 17%
7. Cc1nc2cc(-c3cccc(F)c3)nn2c(C)c1CCC(=O)NC(C)c1ccccc1 (stereo not drawn)
  4 | . | . | . | -26% | 3% | . | -4% | .
8. N#C/C(=C/c1ccc(O)cc1)C(=O)NCc1ccc(Cl)cc1
  -2 | -17% | -65* | 3% | -1% | 0% | 0% | -15% | -10%
9. N[C@@H](C(=O)N[C@@H]1C(=O)N2C(C(=O)O)=C(Cl)CS[C@H]12)c1ccccc1
  3&4 | 3% | 17 | 29%&8% | 0% | 5% | -27%&-4% | 3% | 1%
10. O=C(Nc1ccccc1Cl)c1cc(C2CCCN(C(=O)CCCc3ccccc3)C2)on1 (stereo not drawn)
  -3 | 13% | -21 | . | -1% | 1% | . | -3% | 19%
11. CCOC(=O)c1cc2c(ccn2C)n1CC(=O)N(Cc1ccccc1)c1ccccc1
  -16 | -9% | -72* | ? | ? | -3% | ? | ? | -16%
12. O=C(NCC1CCCO1)c1ccc(S(=O)(=O)N2CCCCC2)cc1 (stereo not drawn)
  -1 | -2% | 11 | -2% | 15% | 2% | 1% | 12% | 1%
13. CC(=O)C1=C(C)NC(=O)NC1c1ccccc1OCC(=O)NCCc1ccccc1 (stereo not drawn)
  5 | 9% | 0 | -8% | 8% | -6% | 2% | -18% | 1%
14. Fc1ccc2nc(N3CCCCC3)sc2c1
  -4 | 2% | -17 | 0% | -5% | 21% | -2% | 18% | 2%
15. CN(c1cccc(NC(=O)Cc2ccccc2)c1)S(C)(=O)=O
  -22 | -4% | -9 | -7% | -9% | 9% | 3% | 3% | 4%
16. COc1ccc(NC(=O)c2ccc(OCC3CCCO3)cc2)cc1Cl (stereo not drawn)
  1 | -4% | 0 | 12% | -6% | -2% | -5% | ? | -6%
17. O=C(NCc1ccc(Cl)cc1)C1CCN(S(=O)(=O)c2cc([N+](=O)[O-])ccc2Cl)CC1
  0 | -11% | -17 | 13% | -1% | -17% | -5% | 27% | -25%
18. CC1(C)CN(c2ccc(N3CC(C)(C)C3=O)cc2)C1=O
  -22 | -5% | -20 | 2% | -1% | 12% | 0% | -9% | -7%
19. CCOc1ccc(OCC(=O)Nc2ccc(OC)cc2[N+](=O)[O-])cc1
  -2 | 0% | 0 | 0% | -17% | 21% | 0% | -3% | ?
20. CCSc1nnc(-c2cccnc2)n1-c1ccc(Cl)c(C)c1
  15 | 7% | -11 | -1% | 10% | -26% | -16% | -1% | -5%
21. Cc1cc(SCC(=O)c2cccs2)n2nc(C)c(-c3ccc(Cl)cc3)c2n1
  -1 | -17% | -7 | ? | -20% | 5% | 1% | ? | -12%
22. COc1ccc(C)cc1NC(=O)CCc1ccc(S(=O)(=O)N2CCOCC2)cc1
  -6 | -1% | 15 | -3% | 1% | 1% | -13% | 1% | -10%
23. Cc1cc(C)nc(SCC(=O)N/N=C/c2cccc([N+](=O)[O-])c2)n1
  11 | 0% | 6 | 14% | 0% | -14% | -1% | 8% | -5%
24. CCCCOc1ccc(C(C)NC(=O)c2cccc(Nc3nc4ccccc4n4nnnc34)c2)cc1 (stereo not drawn)
  4 | . | . | . | 0% | -3% | . | 3% | .
25. COc1ccc(NC(=O)c2cc3c(s2)-c2c(C)cccc2OC3)c(OC)c1
  -5 | . | . | . | 2% | 18% | . | ? | .
26. Cc1ccc(S(=O)(=O)NCc2n[nH]c(=S)n2C)cc1
  -2 | -7% | -17 | 3% | -3% | 30%[activator] | -6% | 0% | -4%
27. C[C@@]12CC(=O)NC1N(C(=O)c1cccc(C(F)(F)F)c1)C(c1ccccc1O)C2 (stereo partly drawn)
  1 | 3% | -1 | 7% | 2% | -9% | -9% | 15% | 4%
28. COC(=O)C1=C(N)N(c2ccc(F)cc2)C2=C(C(=O)CCC2)C1c1ccc2c(c1)OCO2 (stereo not drawn)
  1 | 4% | -17 | 5% | 8% | -7% | -10% | -21% | 2%[9.24 µM]
29. c1cnc2ccc3ncccc3c2c1
  -8 | 15% | -24 | 1% | 1% | 1% | -1% | 21% | -1%
30. O=C(CSCc1ccccc1)N/N=C/c1ccccc1OCc1ccccc1
  -4 | 2% | ? | 4% | -12% | 2% | 18% | 17% | ?

An excerpt from above, limited to HT1080 IDH1KD tx and KB-V1 MDR tox.
# | Compound | HT1080 IDH1KD tx | KB-V1 MDR tox
24 | CCCCOc1ccc(C(C)NC(=O)c2cccc(Nc3nc4ccccc4n4nnnc34)c2)cc1 (stereo not drawn) | . | 3%
18 | CC1(C)CN(c2ccc(N3CC(C)(C)C3=O)cc2)C1=O | -7% | -9%

Profiles from above:
Record of `C[C@@]12CC(=O)NC1N(C(=O)c1cccc(C(F)(F)F)c1)C(c1ccccc1O)C2` (stereo partly drawn) : DRD3 agonist: 1; HT1080NT lethal: 3%; IL1B secr inh: -1; MCF10A rerep: 7%; KB-3-1 tox: 2%; GLP1R cytotox: -9%; SW480 rerep: -9%; KB-V1 MDR tox: 15%; HT1080 IDH1KD tx: 4%
Record of `O=C(CSCc1ccccc1)N/N=C/c1ccccc1OCc1ccccc1` : DRD3 agonist: -4; HT1080NT lethal: 2%; IL1B secr inh: ?; MCF10A rerep: 4%; KB-3-1 tox: -12%; GLP1R cytotox: 2%; SW480 rerep: 18%; KB-V1 MDR tox: 17%; HT1080 IDH1KD tx: ?

Ordered by molecular weight (ascending): 3 of the compounds above.
Each structure is followed by: DRD3 agonist | HT1080NT lethal | IL1B secr inh | MCF10A rerep | KB-3-1 tox | GLP1R cytotox | SW480 rerep | KB-V1 MDR tox | HT1080 IDH1KD tx
20. CCSc1nnc(-c2cccnc2)n1-c1ccc(Cl)c(C)c1
  15 | 7% | -11 | -1% | 10% | -26% | -16% | -1% | -5%
30. O=C(CSCc1ccccc1)N/N=C/c1ccccc1OCc1ccccc1
  -4 | 2% | ? | 4% | -12% | 2% | 18% | 17% | ?
24. CCCCOc1ccc(C(C)NC(=O)c2cccc(Nc3nc4ccccc4n4nnnc34)c2)cc1 (stereo not drawn)
  4 | . | . | . | 0% | -3% | . | 3% | .

The results go on:
Each structure is followed by: DRD3 agonist | HT1080NT lethal | IL1B secr inh | MCF10A rerep | KB-3-1 tox | GLP1R cytotox | SW480 rerep | KB-V1 MDR tox | HT1080 IDH1KD tx
31. O=C(O)c1ccc(N2CCCCC2)cc1O
  3 | 0% | 2 | -2% | 0% | 8% | 7% | 3% | 8%
32. Cc1ccc(-n2c(O)c(C=Nc3cc(C)on3)c3ccccc3c2=O)c(C)c1
  -10 | -13% | -15 | 26% | ? | 79%[activator] | . | ? | -11%
33. CC(=O)c1cccc(NC(=S)NC(=O)CC(C)C)c1
  3 | -2% | -4 | 2% | 23% | -2% | -6% | ? | -17%
34. CC(=O)c1ccccc1OCC(O)CNC1CCCC1 (stereo not drawn)
  5 | -7% | 21 | -3% | 0% | 0% | 1% | 3% | 1%
35. O=C(Cc1ccccc1)N/N=C/c1cc2c(cc1Cl)OCO2
  -6 | 7% | 6 | 2% | -22% | -15% | -2% | -5% | 4%
36. COc1ccc(/C=C/C(=O)N[C@H](C(=O)O)C(C)C)cc1
  -8 | 12% | 3 | -6% | -1% | 5%[0.307 µM] | -3% | 9% | 17%
37. O=C(CCNC(=O)C1CCN(S(=O)(=O)c2ccccc2)CC1)NCCc1cccc(F)c1
  -3 | 1% | 0 | 0% | -7% | -14% | -14% | ? | 0%
38. CN(C)CCn1ccc(O)c(Cc2ccc(Cl)cc2)c1=O
  9 | 19% | 3 | 0% | 0% | 2% | 7% | ? | 6%
39. C=CCOc1cccc(C2/C(=C(/O)c3ccc(F)cc3)C(=O)C(=O)N2CCN2CCOCC2)c1 (stereo not drawn)
  0 | 26% | 12 | 1%[9.22 µM] | 18% | 4% | 4% | 1% | 26%
40. O=C(O)CSc1nc(-c2cccs2)cc(C(F)(F)F)n1
  -1 | 0% | ? | 0% | 7% | -4% | 4% | 3% | 7%
41. CCCc1sc(N)nc1-c1ccc(Cl)cc1
  6 | 8% | -12 | 21% | -4% | -26% | -4% | -4% | 3%
42. O=C(NNS(=O)(=O)c1ccccc1)C(O)(c1ccccc1)c1ccccc1
  4 | 4% | 6 | -1% | 2% | -4%[1.53 µM] | 11% | -8% | 1%
43. Cc1cc(OCC(=O)N(C(C)C)C(C)C)ccc1Cl
  0 | -4% | -7 | -6% | -2% | 2% | -2% | 7% | 1%
44. COc1ccc(NC(=O)COC(=O)CC2CCCC2)cc1
  2 | -18% | 11 | -5% | -8% | 3% | -7% | 0% | -27%
45. COc1ccc(-c2cc(C(F)(F)F)nc(NCc3cccs3)n2)cc1
  -1 | ? | -3 | -1% | -18% | 3% | 7% | -18% | ?

Bioassay records (PubChem)
